From PubChem BioAssay
iPSC survival up: enhancers of single-cell hiPSC survival, primary screen, ATPlite luminescence. 100% = ROCK inhibitor wells, 0% = DMSO. survival enhancement, % at 20 µM. 360,000 tested, 0.044% active. AID 602274, 2012; in the data active = survival enhancement above about 18%;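 also: cells exposed to compounds for 16 hours before the ATP read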
CaV13 ICDI inh: Primary screen for inhibitors of IQ motif and Ca2+-dependent inactivation inhibitor domain binding in CACNA1D, Förster resonance energy transfer in living cells, …; HEK cells, CFP/YFP FRET ICDI-IQ, plate reader, 10 min; percent FRET-ratio fall versus neutral wells; inhibition, % at 12.3 µM; 340,000 tested, 0.098% active; AID 743397;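 active = mean replicate inhibition of at least 30% and at least 1% of replicates passing that level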;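 also: 0% = median of the neutral control wells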
TRPM1 prom inh: inhibitors of MITF-dependent TRPM1 promoter reporter, primary screen, cell-based, SK-MEL-5, single point, luciferase; AID 488899, 2010; SK-MEL-5 TRPM1 promoter luciferase, 24 h; inhibition, % at 12.5 µM; 330,000 tested, 0.83% active;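 active = mean inhibition across replicates of 60% or more, whatever share of single replicates reaches that level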; also: values of inactives mirror those of a sister screen read the other way
HIF-2a block: HIF-2a reporter inhibitors, primary screen, luminescence, 786-0 RCC cells | 786-0 RCC cells HIF-2a reporter, luciferase luminescence, overnight | inhibition, % at 18.8 µM | 360,000 tested, 0.72% active | AID 624352, 2012;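 active = inhibition of the luminescence signal of 40% or more relative to plate controls, in a single-dose primary screen at 18.75 µM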
aDG glyco act: activators of alpha-DG glycosylation, primary screen, uHTS, Pro5-aDG cells, AlphaScreen | alpha-DG glycosylation AlphaScreen (IIH6); 0% Pro5, 100% B10-LARGE cell signal | activation, % at 10 µM | 360,000 tested, 0.22% active | AID 624168, 2012;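 active = activation of at least 8% versus controls, or a plate z-score of at least 8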;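 also: Pro5 are CHO cells carrying HIG-tagged alpha-DG that lacks glycosylation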
Peg3 promoter: Peg3 promoter-driven luciferase inhibitors, primary screen, cell-based, HeLa, luciferase luminescence | HeLa PEG-Prom luciferase reporter, overnight | inhibition, % at 20 µM | 360,000 tested, 1.7% active | AID 588405, 2011;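 active = inhibition of at least 50% at 20 µM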
NR2E3 ag-1: NR2E3 agonists in two-hybrid cells, primary screen, cell-based, luminescence, CHO-S, Gal4-NCOR/VP16-NR2E3. Photoreceptor-specific nuclear receptor (Homo sapiens), Q9Y5X4. inhibition of corepressor binding, % at 3.98 µM. luciferase. AID 602229, 2012. 360,000 tested, 0.35% active;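 active = inhibition above the mean of all tested compounds plus 3 SD, cut at about 70% in these data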;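 also: 0% = DMSO with NR2E3 transfected cells and 100% = cells lacking NR2E3 construct; higher means lower luciferase signal from less NR2E3 corepressor binding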
Target sequence (Q9Y5X4 whole entry, looked up, the tested form may be a part): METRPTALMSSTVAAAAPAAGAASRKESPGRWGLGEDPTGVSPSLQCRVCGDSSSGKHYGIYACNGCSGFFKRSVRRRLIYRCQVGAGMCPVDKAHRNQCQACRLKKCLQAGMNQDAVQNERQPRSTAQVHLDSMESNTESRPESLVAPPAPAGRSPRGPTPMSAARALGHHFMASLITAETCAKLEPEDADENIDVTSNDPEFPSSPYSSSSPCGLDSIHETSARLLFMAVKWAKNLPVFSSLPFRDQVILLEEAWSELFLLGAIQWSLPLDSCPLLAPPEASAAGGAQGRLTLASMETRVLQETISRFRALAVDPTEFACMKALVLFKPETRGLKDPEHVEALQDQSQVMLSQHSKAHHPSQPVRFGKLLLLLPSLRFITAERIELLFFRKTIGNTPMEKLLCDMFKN
Vif imaging: HIV Vif self-association inhibitors, primary screen, imaging, HEK293T, single point. inhibition, % at 7.49 µM. HEK293T cells, Vif self-association by quenched fluorescence, 24 h. 340,000 tested, 0.35% active; in the data active = inhibition above about 50%, passing the limit was not always enough; also: some results filed as inactive read as strong as hits
Exocytosis inh: LAMP-1 surface exposure blockers, TALL-104 cells – cell-based, flow cytometry, MLPCN library, primary screen; 360,000 tested, 0.66% active; inhibition, % at 10 µM; TALL-104 LAMP-1 surface exposure; cells stimulated with thapsigargin and PMA;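 active = inhibition above about 55%, limit read from the data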
PDI turbidity: inhibitors of human PDI, primary screen, biochemical, turbidity, single point, plate reader; PDI insulin aggregation turbidity, A650, 90 min; 350,000 tested, 0.052% active; inhibition, % at 10 µM; AID 588391, 2011;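 active = mean inhibition across replicates of 30% or more, whatever share of single replicates reach that level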;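 also: absorbance from insulin aggregation driven by PDI reduction with DTT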
Target sequence (P07237 whole entry, looked up): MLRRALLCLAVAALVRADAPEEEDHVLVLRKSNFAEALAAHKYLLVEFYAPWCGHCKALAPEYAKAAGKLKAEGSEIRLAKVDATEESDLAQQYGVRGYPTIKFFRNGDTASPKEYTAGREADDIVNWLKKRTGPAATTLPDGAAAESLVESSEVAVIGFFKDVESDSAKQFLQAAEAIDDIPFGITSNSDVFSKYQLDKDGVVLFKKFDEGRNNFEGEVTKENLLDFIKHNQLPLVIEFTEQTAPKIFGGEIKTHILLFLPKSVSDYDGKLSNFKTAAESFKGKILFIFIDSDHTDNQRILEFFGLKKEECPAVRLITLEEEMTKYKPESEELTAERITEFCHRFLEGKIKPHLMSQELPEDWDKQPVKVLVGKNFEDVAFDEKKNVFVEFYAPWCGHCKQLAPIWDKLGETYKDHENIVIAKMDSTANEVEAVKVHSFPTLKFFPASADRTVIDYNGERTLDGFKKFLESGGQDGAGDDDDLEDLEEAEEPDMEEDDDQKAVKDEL
NR2E3 ag-2: inhibitors of NR2E3-RetCOR corepressor binding, primary screen, NR2E3 agonist project, biochemical, TR-FRET, GST-NR2E3, biotin-RetCOR | 1536-well | inhibition of corepressor binding, % at 4.78 µM | AID 2300, 2010 | 320,000 tested, 0.12% active | Photoreceptor-specific nuclear receptor (Homo sapiens), Q9Y5X4;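 active = percent inhibition above the cutoff of mean plus 3 SD of all tested compounds, set per screening campaign, cut at about 20% in these data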;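 also: 0% = DMSO wells and 100% = biotin wells as full block of FRET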
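System: GST-NR2E3 and biotin-RetCOR proteins; probe or stimulus: 7 nM biotin-RetCOR; doses: compound at 4.8 µM, single dose; schedule: Compound–protein incubation for 5 h at 4 °C; detection: time-resolved FRET; read-out: percent inhibition; controls: biotin wells as high control, 0.6% DMSO wells as low control; format: 1536-well plates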
Starred values were filed as active, the others as inactive; . = no result given.

#1 Cc1c(N)cccc1-n1cccc1
#2 O=S(=O)(/N=C(/Nc1ccccc1)c1ccccc1O)c1ccccc1
#3 Cc1cc(OCCN2CCCC2)ccc1[N+](=O)[O-]
#4 COc1cccc(NC(=S)NC(=O)c2c(Cl)c(C)nn2C)c1
#5 CCOC(=O)C1CCN(C(=O)CC(C)S(=O)(=O)c2ccc3c(c2)NC(=O)CO3)CC1 (configuration not stated)
#6 Cc1ccc(NC(=O)c2ccc3c(=O)n4c(nc3c2)CCC4)cc1F

assay / entry	1	2	3	4	5	6
iPSC survival up	1.8	-0.4	-3.1	-0.9	-0.1	-0.3
CaV13 ICDI inh	-6	-6	-7	-5	-3	-2
TRPM1 prom inh	1	5	3	-13	7	-71
HIF-2a block	12	-16	1	-120	-5	-339
aDG glyco act	-0.2	0.2	-0.1	-0.2	1.3	0.0
Peg3 promoter	12	-23	-6	-127	24	-234
NR2E3 ag-1	-6	-46	-22	-93	-9	-98
Vif imaging	-10	-1	-3	7	-3	6
Exocytosis inh	-2	-2	-2	10	-1	4
PDI turbidity	0	-3	7	-12	-8	-6
NR2E3 ag-2	-2	3	1	1	1	1

#7 CC1=C[C@@H](C)[C@@H](c2ccccc2)OC1=O
#8 COC(=O)CCNC(=O)c1ccc2[nH]c(C)c(C)c2c1
#9 CCOc1ccc(S(=O)(=O)n2c([N+](=O)[O-])cnc2C)c(C)c1C
#10 COc1cccc(CN2CCC(C(=O)Nc3ccc(Oc4cccnc4)cc3)CC2)c1
#11 O=C(NCC1CC1)C1(S(=O)(=O)c2ccccc2)CC=CC1
#12 COCCNC(=O)c1sc2nc(-c3ccccc3)cn2c1C

assay / entry	7	8	9	10	11	12
iPSC survival up	-3.4	1.4	-0.6	0.6	1.2	0.3
CaV13 ICDI inh	-11	-3	-15	-12	-6	-6
TRPM1 prom inh	-7	8	7	8	-4	-37
HIF-2a block	0	-39	20	16	6	-99
aDG glyco act	0.2	-0.5	0.2	0.6	-0.1	0.0
Peg3 promoter	11	-28	13	10	7	-72
NR2E3 ag-1	-13	-13	6	-4	8	-16
Vif imaging	11	-2	-7	.	1	5
Exocytosis inh	7	-5	-12	10	2	8
PDI turbidity	-5	10	-7	-3	5	-2
NR2E3 ag-2	0	-2	1	.	6	0

#13 O=C(c1ccc(-c2ccccc2)cc1)c1ccccc1C(=O)N1CCOCC1
#14 Cc1cccc(-c2c3c(=O)n(C)c(=O)n(C)c3cn2C(C)C)c1
#15 O=c1[nH]snc1N1CCOCC1
#16 CCC(=O)N(CCc1ccccc1)Cc1cc2cc(C)ccc2[nH]c1=O
#17 Cc1cc(C(=O)C(C)OC(=O)c2ccc(NC(=O)CC#N)cc2)c(C)n1-c1ccc(OC(F)F)cc1 (configuration not stated)
#18 CCOC(=O)CSc1ncnc2c(C(=O)OCC)c3n(c12)CCC3

assay / entry	13	14	15	16	17	18
iPSC survival up	2.0	0.1	0.8	-0.2	-3.5	-1.2
CaV13 ICDI inh	-4	-7	-6	-21	-3	-14
TRPM1 prom inh	-9	2	11	2	6	-1
HIF-2a block	-22	8	9	11	9	-1
aDG glyco act	-0.3	0.3	0.0	0.0	-0.2	0.4
Peg3 promoter	-23	10	0	22	6	14
NR2E3 ag-1	-5	-14	-16	-22	39	-10
Vif imaging	1	.	-9	-7	-13	-5
Exocytosis inh	2	-3	1	-2	2	1
PDI turbidity	15	-5	5	-9	8	0
NR2E3 ag-2	1	2	6	.	0	0

#19 COc1cccc(C2NC(c3cccc(OC)c3O)C(C)C(=O)C2C)c1O (configuration not stated)
#20 Cn1nc(-c2ccc(N3CCN(CCO)CC3)c([N+](=O)[O-])c2)c2ccccc2c1=O
#21 CC1=CC(=C(C#N)c2nc3ccccc3s2)C=C(C)N1c1ccc(F)cc1F
#22 Cc1cc(C)c2c(N)c(C(=O)c3ccc(Br)cc3)oc2n1
#23 COC(=O)C(NC(=O)c1ccc(C)cc1)(Nc1cccc(C)n1)C(F)(F)F (configuration not stated)
#24 CCc1ccc(CN2CCC(n3nccc3NC(=O)c3cccc(F)c3)CC2)cc1

assay / entry	19	20	21	22	23	24
iPSC survival up	0.3	-0.5	-0.8	-0.3	-2.7	-0.3
CaV13 ICDI inh	-8	-7	-2	-5	-6	-2
TRPM1 prom inh	-15	4	-29	-32	-5	11
HIF-2a block	7	8	-121	-58	10	6
aDG glyco act	0.2	-0.1	0.7	-0.2	-0.2	0.7
Peg3 promoter	20	18	-200	-15	11	4
NR2E3 ag-1	-13	-5	4	-8	-21	-11
Vif imaging	-10	4	-13	0	14	.
Exocytosis inh	-3	-1	-1	1	-7	2
PDI turbidity	-5	-31	-14	18	1	-1
NR2E3 ag-2	-1	4	0	-1	2	1

#25 Cc1ccc(NC(=O)c2ccc(Cl)c(S(=O)(=O)NCC3CCCO3)c2)c(O)c1 (configuration not stated)
#26 O=C(CCNc1ccc(F)c(Cl)c1)c1ccco1
#27 C=CCNC(=O)c1c(CS(=O)(=O)c2ccccc2)noc1C(=O)NCc1ccccc1
#28 Cc1cccnc1NC(=O)Nc1cccs1
#29 Cc1c(C)n2c(SCC(=O)N3CCCC3)nnc2[nH]c1=O
#30 COCCCNCC#CCOc1ccc(OC)cc1

assay / entry	25	26	27	28	29	30
iPSC survival up	0.1	1.3	-0.6	-1.8	-0.2	1.1
CaV13 ICDI inh	-7	-11	-9	-3	-3	-19
TRPM1 prom inh	17	-2	0	-38	7	-3
HIF-2a block	-18	-38	-1	-151	3	15
aDG glyco act	-0.2	1.2	-0.1	-0.1	0.3	0.1
Peg3 promoter	-5	-27	8	-138	6	-3
NR2E3 ag-1	21	6	-31	-25	-5	-19
Vif imaging	-2	-2	-3	-3	1	7
Exocytosis inh	2	14	6	0	10	-2
PDI turbidity	15	-12	-6	-8	7	12
NR2E3 ag-2	-1	6	2	1	-4	1

#31 C=CCc1cc(Cl)ccc1OCCOCCN(C)C
#32 COC(=O)c1ccc(COn2c(=O)c(C)[n+]([O-])c3ccccc32)cc1
#33 CCOC(=O)c1cc(S(=O)(=O)N2CCN(Cc3ccccc3)CC2)cn1C
#34 COc1ccc(C(=O)NC(=S)Nc2ccc(CN3CCCCC3)cc2)cc1Cl
#35 O=C(Nc1nnc(CCN2CCCCC2)s1)C1CCCCC1
#36 Cc1ccc(C(=O)NC(=S)NCc2ccccc2)cc1Br

assay / entry	31	32	33	34	35	36
iPSC survival up	-0.6	3.2	-1.6	-0.6	-5.0	-0.8
CaV13 ICDI inh	-2	-5	-5	-20	.	-2
TRPM1 prom inh	-6	1	.	-12	-1	.
HIF-2a block	12	8	15	-12	5	-72
aDG glyco act	0.0	-0.4	0.0	5.4	0.1	0.0
Peg3 promoter	7	5	12	-3	2	-21
NR2E3 ag-1	-22	-1	-3	5	-3	-8
Vif imaging	-6	-3	9	6	.	-2
Exocytosis inh	5	-1	-5	6	2	-21
PDI turbidity	-1	7	.	-8	6	-4
NR2E3 ag-2	3	-3	-1	2	2	-7

#37 O=C(NCc1ccco1)c1cc(-c2cccc(Cl)c2)on1
#38 CNC(=O)C(C)Sc1ccc(S(=O)(=O)N2CCOCC2)cn1 (configuration not stated)
#39 Cc1cc2c(cc1S(=O)(=O)CCC(=O)NCc1ccccc1)OCC(=O)N2
#40 CCOC(=O)N1CCN(C(=O)c2ccc3c(Cl)c4c(nc3c2)CCCC4)CC1
#41 O=C(CSc1ncnc2c1oc1ccccc12)OCc1ccccc1
#42 O=C(OCc1cccc2ccccc12)C1CC(=O)N(c2ccccc2)C1 (configuration not stated)

assay / entry	37	38	39	40	41	42
iPSC survival up	-2.1	-0.1	0.0	0.5	0.4	2.7
CaV13 ICDI inh	-5	-6	7	-2	-4	-9
TRPM1 prom inh	-36	-5	.	17	3	10
HIF-2a block	-306	1	12	5	-7	19
aDG glyco act	0.1	-0.1	-0.1	0.4	-0.2	0.2
Peg3 promoter	-203	2	5	12	3	-7
NR2E3 ag-1	-32	-17	-13	-3	6	27
Vif imaging	-7	-4	-6	1	-14	-3
Exocytosis inh	8	-2	-5	0	0	-3
PDI turbidity	-2	1	.	-3	-3	2
NR2E3 ag-2	-4	3	0	-4	-4	3

#43 O=C(NCc1ccccc1)/C(=C\c1ccc(O)cc1)NC(=O)c1ccco1
#44 COCc1cc(N2CCOCC2)nc(SCc2ccc(Cl)cc2)n1
#45 CC(C)C(=O)Nc1nnc(CCN2CCOCC2)s1
#46 COc1ccc(C(=S)N2CCOCC2)cc1OC(=O)c1ccc([N+](=O)[O-])cc1
#47 CCCC(=O)n1nc(-c2cccnc2)nc1NCc1cccs1

assay / entry	43	44	45	46	47
iPSC survival up	1.4	2.4	-0.7	3.2	-0.2
CaV13 ICDI inh	-6	-4	-4	-4	1
TRPM1 prom inh	21	6	-1	4	-12
HIF-2a block	13	20	13	5	2
aDG glyco act	-0.2	-0.1	-0.2	0.1	0.0
Peg3 promoter	4	15	12	2	8
NR2E3 ag-1	-27	4	2	9	-46
Vif imaging	10	8	-6	-18	0
Exocytosis inh	5	-4	-3	2	6
PDI turbidity	2	6	-10	6	-1
NR2E3 ag-2	-2	1	5	2	.

Fetched by compound from the list above, 3 records:
#45 CC(C)C(=O)Nc1nnc(CCN2CCOCC2)s1
#44 COCc1cc(N2CCOCC2)nc(SCc2ccc(Cl)cc2)n1
#43 O=C(NCc1ccccc1)/C(=C\c1ccc(O)cc1)NC(=O)c1ccco1

assay / entry	45	44	43
iPSC survival up	-0.7	2.4	1.4
CaV13 ICDI inh	-4	-4	-6
TRPM1 prom inh	-1	6	21
HIF-2a block	13	20	13
aDG glyco act	-0.2	-0.1	-0.2
Peg3 promoter	12	15	4
NR2E3 ag-1	2	4	-27
Vif imaging	-6	8	10
Exocytosis inh	-3	-4	5
PDI turbidity	-10	6	2
NR2E3 ag-2	5	1	-2

Not a hit list; about 3.5% have a hit in one of these screens.
